Bioassay records: PubChem BioAssay, National Center for Advancing Translational Sciences (NCATS)
LDHA block: blocks human lactate dehydrogenase A. purified LDHA, NADH/diaphorase-resazurin fluorescence; active compounds read low. activity change, % (values are at about 110 or 230 µM). hit rate 0.15% among 480,000. AID 1347041; in the data active = activity change below about -30%; inconclusive = mostly about -25% to -30%;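 also: plate controls were DMSO wells for no effect and wells without enzyme for full effect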
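Resorufin fluorescence (ex540/em590), read at 0 and 20 min after diaphorase/resazurin addition, reports the NADH left after a 5 min room-temperature reaction of 2 nM human LDH5 with 0.06 mM NADH and 0.2 mM pyruvate.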
* = called active by the depositor; ? = inconclusive. An excerpt; the hit share may differ from the screen's.

The opening 22 compounds (preview)
SMILES	LDHA block
CCOc1ccc(C=Nc2ccc(N(C)C)cc2)cc1	26
CCCc1nc2ccccc2c(C(=O)OCC(=O)NC(C)(C)C)c1CC	10
CCCc1ccc(S(=O)(=O)Nc2cc(C(=O)N(C)CC(=O)NC)ccc2N2CCNCC2)cc1	1
COC(=O)c1ccc(COc2ccc(OCc3ccccc3)cc2)o1	7
CN1CCN(NC(=O)c2ccccc2Br)CC1	-3
CCCOc1ccc(-c2nc3ccccc3c(C(=O)O)c2C)cc1	1
CCOc1ccc(N(CC)C(=O)C(=O)c2c(C)n(C)c3ccccc23)cc1	5
CC(C)NC(=O)c1cccc2c1CCCN2Cc1nc(-c2cccc(Cl)c2)no1	1
Cc1cc(C)cc(NS(=O)(=O)c2ccc(-c3cnc(C)o3)cc2)c1	12
Cc1cc(C)n(C(=O)c2cn(C)nc2S(=O)(=O)N2CCN(c3ccccc3Cl)CC2)n1	13
Cc1nc2nc(C(F)(F)F)[nH]n2c(=O)c1Cc1cccc(Cl)c1	8
COc1ccc(C(C)=O)c(F)c1	-7
CCC(C)CN1C(=O)CSCC1(C)C(=O)NC(C)C (configuration not stated)	-7
O=C(c1nn(-c2ccccc2)c(=O)c2ccccc12)N1CCN(CCN2CCCC2)CC1	4
Cc1cc2oc(C(=O)NCC(c3ccco3)N3CCOCC3)c(C)c2cc1C (configuration not stated)	1
CC(C)C(=O)Nc1nonc1-c1ccc(Br)cc1	5
CC(=O)C1=C(O)C(=O)NC1c1ccc(Br)cc1 (configuration not stated)	6
Brc1ccc(-c2nc(-c3ccccc3)no2)cc1	3
CN(CC(=O)NC1(C#N)CCCC1)c1ccccc1	15
Cc1ccccc1C(=O)O/N=C/c1ccc(Br)cc1	0
O=C(CC1(O)C(=O)N(Cc2ccccc2)c2ccccc21)c1ccccc1Cl (configuration not stated)	5
O=C(c1ccc(Cl)cc1Cl)N(CCS(=O)(=O)N1CCCCC1)Cc1cccnc1	5

All compounds of this part, from the start:
SMILES	LDHA block
CCOc1ccc(C=Nc2ccc(N(C)C)cc2)cc1	26
CCCc1nc2ccccc2c(C(=O)OCC(=O)NC(C)(C)C)c1CC	10
CCCc1ccc(S(=O)(=O)Nc2cc(C(=O)N(C)CC(=O)NC)ccc2N2CCNCC2)cc1	1
COC(=O)c1ccc(COc2ccc(OCc3ccccc3)cc2)o1	7
CN1CCN(NC(=O)c2ccccc2Br)CC1	-3
CCCOc1ccc(-c2nc3ccccc3c(C(=O)O)c2C)cc1	1
CCOc1ccc(N(CC)C(=O)C(=O)c2c(C)n(C)c3ccccc23)cc1	5
CC(C)NC(=O)c1cccc2c1CCCN2Cc1nc(-c2cccc(Cl)c2)no1	1
Cc1cc(C)cc(NS(=O)(=O)c2ccc(-c3cnc(C)o3)cc2)c1	12
Cc1cc(C)n(C(=O)c2cn(C)nc2S(=O)(=O)N2CCN(c3ccccc3Cl)CC2)n1	13
Cc1nc2nc(C(F)(F)F)[nH]n2c(=O)c1Cc1cccc(Cl)c1	8
COc1ccc(C(C)=O)c(F)c1	-7
CCC(C)CN1C(=O)CSCC1(C)C(=O)NC(C)C (configuration not stated)	-7
O=C(c1nn(-c2ccccc2)c(=O)c2ccccc12)N1CCN(CCN2CCCC2)CC1	4
Cc1cc2oc(C(=O)NCC(c3ccco3)N3CCOCC3)c(C)c2cc1C (configuration not stated)	1
CC(C)C(=O)Nc1nonc1-c1ccc(Br)cc1	5
CC(=O)C1=C(O)C(=O)NC1c1ccc(Br)cc1 (configuration not stated)	6
Brc1ccc(-c2nc(-c3ccccc3)no2)cc1	3
CN(CC(=O)NC1(C#N)CCCC1)c1ccccc1	15
Cc1ccccc1C(=O)O/N=C/c1ccc(Br)cc1	0
O=C(CC1(O)C(=O)N(Cc2ccccc2)c2ccccc21)c1ccccc1Cl (configuration not stated)	5
O=C(c1ccc(Cl)cc1Cl)N(CCS(=O)(=O)N1CCCCC1)Cc1cccnc1	5
CCOC(=O)N1CCN(C(C(=O)NC2CCCC2)C(C)C)CC1 (configuration not stated)	0
CC(C)(C)CC(=O)N1CCC2(CC1)OCCN2S(=O)(=O)c1ccccc1	-22
CCOC(=O)C1CCN(C(=O)c2cn(-c3ccccc3)nc2-c2ccc(Cl)cc2)CC1	7
CCN(Cc1cc(=O)oc2c(C)c(O)ccc12)C1CC1	9
CN(CCOc1ccc(C#N)cc1)C1CCCc2ccccc21 (configuration not stated)	9
Cc1ccc(-c2cc(C(=O)NC(C)C(=O)N(C)C)c3ccccc3n2)o1 (configuration not stated)	3
Cc1cc(Nc2ccc(F)cc2C)n2nc(-c3ccco3)nc2n1	1
COc1cc(C(=O)Nc2ccc3oc(-c4ccc5ccccc5c4)nc3c2)cc(OC)c1OC	2
N#Cc1cccc(COC(=O)CCC(=O)c2ccc3c(c2)OCCCO3)c1	3
COc1ccc(-c2nc(C)c(-c3ccccc3)s2)cc1	-17
COc1ccc(NC(=O)Cn2c(Nc3ccc(F)c(C)c3)nc(C)cc2=O)cc1OC	-12
O=C(OCC#CCSc1nnc(-c2cccc3ccccc23)o1)c1cccc(F)c1	-3
c1ccc2c[n+](Cc3cccc4ccccc34)ccc2c1	4
Cc1ccc(C(O)CNC(=O)c2ccc3c(c2)NC(=O)CS3)cc1 (configuration not stated)	7
O=C(Nc1nc(-c2ccc(Cl)cc2)cs1)C1CCN(C(=O)c2ccoc2)CC1	-1
Cc1ccc(-c2noc(-c3cc4cccc(O)c4oc3=O)n2)cc1	26
Cn1c(=O)c2[nH]c(N3CCC(C(=O)O)CC3)nc2n(C)c1=O	-1
CC(C)c1ncc(Cl)c(C(=O)O)n1	0
COc1cccc(C(C(=O)NCc2ccccc2)N2CCN(CCN3CCOCC3)CC2)c1OC (configuration not stated)	-6
Cc1ccc(C(=O)COC(=O)CC23CC4CC(CC(O)(C4)C2)C3)s1	2
Cc1c(CC(=O)NCCCn2ccnc2)c(=O)oc2cc(O)ccc12	6
CN(CC(=O)NC(=O)NCc1ccco1)Cc1ccc(Cl)cc1	10
CCOC(=O)C1C(=O)C=C(c2ccc(F)cc2)CC1c1ccc(C(C)C)cc1 (configuration not stated)	5
CCOC(=O)c1cc(NC/C=C/c2ccccc2)ccc1N1CCOCC1	5
Cc1ccc(S(=O)(=O)Nc2ccccc2OC(C(=O)OC(C)(C)C)C(=O)OC(C)(C)C)cc1	2
COc1ccc(-c2nc(CN3CCN(C(=O)Nc4ccccc4OC)CC3)c(C)o2)cc1	11
O=S1(=O)CC(N2CCN(CCO)CC2)CN1Cc1cn(Cc2ccccc2)nn1 (configuration not stated)	-2
Cc1cc2cc(NC(=O)c3nccnc3N)ccc2[nH]1	4
CCNC(=O)CSc1nnc(-c2ccccc2Cl)n1-c1cccc(C(F)(F)F)c1	-1
Cc1ccc(-c2ccc(=O)n(Cc3noc(C(=O)NC(C)Cc4ccco4)n3)n2)cc1 (configuration not stated)	-1
CCCOc1ccc(C2C3=C(CC(C)(C)CC3=O)Nc3cc4c(cc32)OCO4)cc1 (configuration not stated)	4
CCc1ccc(C(=O)C(C)OC(=O)c2ccc(CO)cc2)cc1 (configuration not stated)	-17
CCCCc1nc(NCC2CCCO2)c(C#N)c2c1CCCC2 (configuration not stated)	11
Fc1ccc(-c2csc(SCc3ccccc3F)n2)cc1	1
CC(C(=O)NCc1ccco1)N1CCN(CC(=O)NC2CC2)CC1 (configuration not stated)	-4
O=C(Nc1cccc(-c2nc3cc(Cl)ccc3o2)c1)c1ccc(Br)o1	0
COc1ccccc1C(C1=C(O)CC(C)(C)CC1=O)C1=C(O)CC(C)(C)CC1=O	3
CCc1ccc(OCC(O)Cn2cnc3c2c(=O)n(C)c(=O)n3C)cc1 (configuration not stated)	2
The list continues.
SMILES	LDHA block
O=C(CSc1nnnn1C1CC1)N1CCN(S(=O)(=O)c2cccc(C(F)(F)F)c2)CC1	-6
C=C(C)c1c(-c2ccc(OC)cc2)noc1C(C)(C)O	1
CN(CC(=O)Nc1ccc(Cl)cc1)Cc1cc(Cl)cc2c1OCOC2	-2
CCOCCOC(=O)C(C)Oc1ccc2c(=O)c(Oc3cc(C)ccc3C)coc2c1 (configuration not stated)	4
Cc1ccc(C(=O)Nc2ccc3oc(C)nc3c2)c(C)c1	5
CCCNC(=O)NC(=O)Cn1nnc(-c2ccc(F)c(C)c2)n1	7
Cc1ccc(NC(=O)CSc2cn(C)c3ccccc23)cc1	8
COc1ccc2c(c1)Oc1nc(-c3ccc(C)cc3)nc(SCC(=O)Nc3cccc(C(=O)O)c3)c1C2	-2
CCc1cc(C(=O)N2CCN(c3ccccc3OC)CC2)no1	-11
Cc1ccc(CNC(=O)C(C)N2CCCC(C(F)(F)F)C2)cc1 (configuration not stated)	7
Cn1c(=O)c2c(nc(SCCCCC#N)n2Cc2ccccc2Cl)n(C)c1=O	0
CC1CCCCC1NC(=O)c1ccc(Cl)nc1 (configuration not stated)	-4
Cc1cc(C(F)(F)F)nn1CC(=O)Nc1c(F)cc(F)cc1Br	1
O=C(NCc1ccncc1)C1c2ccccc2C(=O)N(Cc2ccccc2)C12CCCCC2 (configuration not stated)	0
CC1CCC/C(=N/NC(=O)c2cccs2)C1 (configuration not stated)	-4
O=C1NC[C@H](CCCCN2C[C@H](Cc3ccccc3)N(Cc3ccccc3)C(=O)C2=O)N(CCc2ccc(O)cc2)C1=O	2
CC1CCCC(NC(=O)c2ccc(F)cc2Br)C1C (configuration not stated)	1
Cc1ccc2cccc(NC(=O)c3ccccc3C)c2n1	14
Cc1ccc(S(=O)(=O)Nc2nc3ccccc3nc2Nc2ccc(F)cc2)cc1C	2
COc1ccc2oc(-c3ccc(NC(=O)c4ccccc4)cc3)nc2c1	3
Cc1ccc(NC(=O)CCc2ncc(-c3ccccc3F)o2)c(Cl)c1	7
NC(=O)C1CCN(C(=O)CCC(=O)N2CCN(C(=O)c3cc4ccccc4[nH]3)CC2)CC1	1
CCCCCCCCCCCC(=O)Nc1cccc(C)c1C	6
C#Cc1cccc(NC(=O)Cc2ccc(OC)cc2)c1	10
COC(=O)C1=C(C)NC(=O)CC1c1c(F)cccc1Cl (configuration not stated)	-3
CCc1c(C)sc2c1c1nc(-c3cccnc3)nn1c(=O)n2CC(=O)N1CCOCC1	3
CCC(CC)NC(=O)NC(C)c1ccccc1Br (configuration not stated)	3
Cc1ccc(C(C)NC(=O)CSc2nc(CN3CCOCC3)nc3ccccc23)cc1C (configuration not stated)	0
C[N+]1(CC#Cc2ccc(C#CC[N+]3(C)CCCC3)cc2)CCCC1	1
CCOC(=O)C1=C(C)N(C)C(=O)N(C)C1c1cccc(Br)c1 (configuration not stated)	4
CN(CCc1ccccc1)C(c1cc2ccccc2o1)c1nnnn1C(C)(C)C (configuration not stated)	-3
Cc1ccc(NC(=O)c2nccnc2N)cc1I	15
O=C(NCc1ccccc1)C1c2ccccc2OCC(=O)N1Cc1ccc2c(c1)OCO2 (configuration not stated)	-2
O=C(NCc1ccc(CN2CCCC2)cc1)c1cccc(Br)c1	2
CCCCN(CCCC)C(=S)SCC(=O)n1c2ccccc2c2ccccc21	4
O=C(CN1CCc2sccc2C1c1cccs1)Nc1cccc(F)c1 (configuration not stated)	-6
CC(SCc1cccc(C#N)c1)C(=O)NC(C)(C)C (configuration not stated)	7
CSc1cccc(NC(=O)NCc2ccc(Cl)cc2Cl)c1	3
Cc1nccc(C(=O)NCC(O)c2ccccc2C(F)(F)F)n1 (configuration not stated)	-2
Cc1nc2sc3c(c2c2nc(-c4ccc(O)cc4)nn12)CC(C)(C)OC3	-1
C/C(=N/N(Cc1ccccc1)c1ccccc1)c1cccs1	5
O=C1NC[C@H](CCCCN2C[C@H](Cc3ccccc3)N(CCC3CCCCC3)C(=O)C2=O)N(Cc2ccccc2)C1=O	-3
O=C(/C=C/c1cccs1)N1CCCCCC1	1
CCCC(=O)N1CCCCC1C(=O)O (configuration not stated)	2
N#Cc1nc(C2CC2)oc1N1CCN(CC(=O)NC(N)=O)CC1	-17
N#Cc1ccccc1COC(=O)c1ccccc1C(=O)c1ccccc1	3
CC(C)Cn1c(-c2ccc(F)cc2)cnc1SC(C)C(=O)NC(N)=O (configuration not stated)	-7
CC(Sc1nc2ccccc2o1)C(=O)c1ccccc1 (configuration not stated)	16
COc1ccc(NC(=O)c2ccc(S(=O)(=O)NCC3CCCO3)cc2)cc1 (configuration not stated)	1
O=C(C1=Cc2sc3c(c2CS1)CCCC3)N1CCC2(CC1)OCCO2	-11
C=CCNCc1ccc(Br)cc1	6
N#CC(/C(=N/S(=O)(=O)c1cccs1)c1ccccc1)c1ccccn1 (configuration not stated)	-1
CCC(Oc1ccccc1)C(=O)Nc1ccc2oc(C)nc2c1 (configuration not stated)	12
CCCN1C=NS(=O)(=O)c2cc(C(=O)NC(C)c3ccccc3)ccc21 (configuration not stated)	2
Cc1ccc(NC(=O)CCCc2cccs2)c(F)c1	-3
COc1cccc(C2(c3ccc(O)cc3)CCCC2)c1	2
OC(COc1ccccc1)CN1CCN(c2nccs2)CC1 (configuration not stated)	1
CC(NC(=O)c1ccc(-c2ccccc2)cc1)C1CC2CCC1C2 (configuration not stated)	5
Cc1ccc2nc(/N=C(\N)NC(=O)c3ccccc3)nc(C)c2c1	2
Cc1cc(Cl)c2cccc(C(F)(F)F)c2n1	4
Next structures follow:
SMILES	LDHA block
CCCCc1ccc(OC(=O)c2ccc(O)cc2)cc1	4
CCOc1ccc2nc(N3CCN(C(=O)CCS(=O)(=O)c4ccccc4)CC3)sc2c1	4
CC(C)COc1ccc(C(=O)Nc2ccc3oc(=O)ccc3c2)cc1	11
C=CCNc1nc(C(=O)OC(C)C(=O)Nc2ccc(F)cc2Cl)cs1 (configuration not stated)	4
CNC(=O)c1ccc(I)cc1	8
N#C/C(=C\c1ccnc2ccccc12)c1nc2ccccc2s1	-3
Nc1nc(CSc2cccc[n+]2[O-])nc2ccccc12	?
N#Cc1nc(COc2ccccc2F)oc1N1CCCCC1	-1
Cc1ccc(/C=C/C(=O)Oc2ccc(-c3ccc(C#N)cc3)cc2)o1	10

2 of the compounds above, field by field:
SMILES: CC(C)COc1ccc(C(=O)Nc2ccc3oc(=O)ccc3c2)cc1
  LDHA block: 11
SMILES: C=CCNc1nc(C(=O)OC(C)C(=O)Nc2ccc(F)cc2Cl)cs1 (configuration not stated)
  LDHA block: 4
